LEDGF integ inh – blocks HIV-1 LEDGF/p75-dependent DNA integration; TR-FRET IN-LEDGF/p75 DNA integration, Eu/Cy5; inhibition, % at 3.7 µM; 0.64% of 370,000 active; AID 743269;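 active means inhibition above the screen-wide mean plus 3 SD, cut at about 13% in these data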;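 further: signal is the Cy5 over europium emission ratio at 671 and 618 nm; 0% = plate median of compound wells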
HTRA1 inhibitor – HTRA1 (human) protease inhibition; Q92743; recombinant HTRA1, FP-rhodamine activity-based probe, fluorescence polarization; inhibition, % at 5.96 µM; 0.5% of 340,000 active; in the data active means inhibition above about 36%;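 further: 0% = enzyme with DMSO and 100% = wells lacking enzyme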
TCR CD3 inh – blocks the human TCR-CD3 interaction; TAMRA-labeled TCR probe fluorescence, biochemical; inhibition, % at 9.4 µM; 0.37% of 360,000 active; AID 651800; in the data active means inhibition above about 19%;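 further: recombinant mutant TCR 2C K166C tagged with TAMRA read by polarization; 0% = receptor in buffer alone and 100% = receptor with positive control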
Tn7 DDE FP – inhibitors of Tn7 peptide binding to human fibrin DD(E) | 0.13% of 370,000 active | AID 720508 | inhibition, % at 8.3 µM | P02675 | FP displacement of FITC-Tn7 peptide from fibrin DD(E); 0% = median of compound wells per plate;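 active means inhibition above the mean of compounds falling within the control limits plus 3 SD of them, cut at about 14% in these data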;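 further: 0% = plate median of compound wells and 100% = 10 µM Aha-Tn7 peptide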
Target sequence (P02675 whole entry, looked up): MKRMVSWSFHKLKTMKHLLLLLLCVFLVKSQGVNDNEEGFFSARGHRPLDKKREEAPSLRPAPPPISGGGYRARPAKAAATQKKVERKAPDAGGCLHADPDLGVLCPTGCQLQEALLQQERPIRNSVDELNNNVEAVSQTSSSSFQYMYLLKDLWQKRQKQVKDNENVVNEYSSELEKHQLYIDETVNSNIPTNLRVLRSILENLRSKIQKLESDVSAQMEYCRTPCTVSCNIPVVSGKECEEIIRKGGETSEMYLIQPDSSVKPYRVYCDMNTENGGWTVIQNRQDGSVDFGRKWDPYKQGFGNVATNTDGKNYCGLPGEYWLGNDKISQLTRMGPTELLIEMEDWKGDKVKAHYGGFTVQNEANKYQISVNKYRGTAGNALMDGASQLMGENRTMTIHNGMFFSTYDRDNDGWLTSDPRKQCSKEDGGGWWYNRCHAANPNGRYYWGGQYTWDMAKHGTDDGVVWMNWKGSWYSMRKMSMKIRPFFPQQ
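Assay system: human fibrin DD(E). Input: DD(E) 2 µM final. Medium: Tris buffer with calcium and detergent, pH 7.8. Compound dosing: single point at 8.3 µM. Timing: 10 min plus 3 h, room temperature. Technique: fluorescence polarization of the labelled Tn7 tracer. Read-out: percent inhibition. Replicates: singlicate testing.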
PG9 binder – PG9 antibody binding by small molecule; TR-FRET gp120-PG9 antibody binding; inhibition, % at 6.7 µM; 0.43% of 360,000 active; AID 624416; in the data active means inhibition above about 8.5%
SIAE primary – blocks human sialic acid acetylesterase | Q9HAT2 | SIAE FP-Rh probe binding, fluorescence polarization | 0.69% of 370,000 active | inhibition, % at 9.66 µM;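 active means inhibition above a cutoff: mean of compounds within the control limits plus 3 SD of those, cut at about 17% in these data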;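 further: 0% = plate median of compound wells and 100% = probe without SIAE protein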
Target sequence (Q9HAT2 whole entry, looked up): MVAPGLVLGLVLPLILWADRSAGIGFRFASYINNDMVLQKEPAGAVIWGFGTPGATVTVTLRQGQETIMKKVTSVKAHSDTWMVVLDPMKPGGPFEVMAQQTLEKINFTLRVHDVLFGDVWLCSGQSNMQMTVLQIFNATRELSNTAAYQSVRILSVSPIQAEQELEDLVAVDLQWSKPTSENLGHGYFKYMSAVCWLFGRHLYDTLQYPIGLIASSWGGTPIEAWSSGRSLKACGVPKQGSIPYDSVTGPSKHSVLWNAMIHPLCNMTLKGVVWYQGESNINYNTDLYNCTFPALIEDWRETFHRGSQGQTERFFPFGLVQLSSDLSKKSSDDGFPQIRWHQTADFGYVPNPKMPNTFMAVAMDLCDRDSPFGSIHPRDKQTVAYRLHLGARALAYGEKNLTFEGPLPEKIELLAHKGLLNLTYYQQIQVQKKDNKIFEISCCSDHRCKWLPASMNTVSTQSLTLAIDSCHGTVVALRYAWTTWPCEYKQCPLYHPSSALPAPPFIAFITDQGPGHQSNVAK
TDP2 inh – blocks human TDP2 phosphodiesterase activity | O95551 | recombinant TDP2, T5PNP hydrolysis, p-nitrophenol absorbance 415 nm | inhibition, % at 12.8 µM | 0.34% of 370,000 active | AID 720702;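 active means inhibition above the mean of all tested compounds plus 3 SD, set per campaign, cut at about 25% in these data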;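 further: 0% = DMSO with enzyme and 100% = buffer with substrate but no TDP2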
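Read-out basis: percent inhibition. System: recombinant human TDP2. Buffer or medium: Mg2+-containing Tris-HCl buffer, pH 7.5. Repeats: single replicate. Timing: reaction 2 h, 37 °C. Benchmarks: high control without enzyme, low control DMSO plus TDP2. Probe or stimulus: 5 mM T5PNP. Doses: 12.8 µM only. Measured by: epi absorbance of p-nitrophenol freed from T5PNP by hydrolysis.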
UHRF1 binding – human UHRF1 methylated DNA binding inhibitors. UHRF1 binding to methylated oligo, TR-FRET. inhibition, % at 4.4 µM. 0.75% of 370,000 active; in the data active means inhibition above about 21%;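 further: UHRF1 SRA domain binding a hemimethylated CpG hairpin DNA probe; 0% = median of test compound wells and 100% = reference inhibitor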
mABHD4 FP – ABHD4 (mouse) inhibition, primary FP screen | inhibition, % at 8.92 µM | Q8VD66 | purified mABHD4, FP-Rh probe fluorescence polarization | AID 720543 | 0.54% of 370,000 active;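 active means inhibition exceeding the mean over every tested compound plus 3 SD, cut at about 30% in these data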;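 further: 0% = plate median of compound wells and 100% = S159A mutant with DMSO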
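Assay system: Wild-type mouse ABHD4 protein | Medium: HEPES pH 7.0 buffer, 150 mM NaCl, 0.01% Pluronic F-127 | Incubation: Enzyme–compound pre-incubation 45 min, then probe 60 min, both 25 °C | Technique: Fluorescence polarization with parallel and perpendicular emission, 525/598 nm | Evaluation: % inhibition of FP-Rh probe binding versus controls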
PRMT1 inh – blocks human protein arginine methyltransferase 1 | recombinant PRMT1, activity-based probe fluorescence polarization | inhibition, % at 2.79 µM | 1.3% of 370,000 active | AID 652257;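 active means inhibition above about 21% made by adding two undisclosed values, limit read from the data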
Numbers without * were called inactive.

Screening COc1ccccc1OCC(=O)c1[nH]c(C)c(C(C)=O)c1C returned LEDGF integ inh -3, HTRA1 inhibitor 2, TCR CD3 inh 7, Tn7 DDE FP 7, PG9 binder -1.8, SIAE primary 0, TDP2 inh 5, UHRF1 binding 1, mABHD4 FP -6 and PRMT1 inh -2.
CCCOc1ccc(NC(=O)CC2C(=O)N(C)C(=S)N2Cc2ccc3c(c2)OCO3)cc1 (centres undefined) was read as LEDGF integ inh 1, HTRA1 inhibitor -23, TCR CD3 inh 5, Tn7 DDE FP 3, PG9 binder 0.4, SIAE primary 9, TDP2 inh 7, UHRF1 binding -2, mABHD4 FP -10 and PRMT1 inh 1.
CCCCCCn1c(CN2CCN(Cc3ccccc3)CC2)nc2c1c(=O)n(C)c(=O)n2C was read as LEDGF integ inh 0, HTRA1 inhibitor 4, TCR CD3 inh 4, Tn7 DDE FP -2, PG9 binder 0.1, SIAE primary 7, TDP2 inh -10, UHRF1 binding 0, mABHD4 FP 0 and PRMT1 inh 6.
Screening Cn1c(/C(C#N)=C/c2ccc(-c3ccc(S(N)(=O)=O)cc3)o2)nc2ccccc21 returned LEDGF integ inh -1, HTRA1 inhibitor 2, TCR CD3 inh -5, Tn7 DDE FP 0, PG9 binder -1.5, SIAE primary -11, TDP2 inh -10, UHRF1 binding -1, mABHD4 FP -15 and PRMT1 inh 2.
Cn1cnnc1SCC(=O)NCc1ccccc1 was read as LEDGF integ inh 0, HTRA1 inhibitor 4, TCR CD3 inh 1, Tn7 DDE FP -5, PG9 binder 0.0, SIAE primary -4, TDP2 inh 9, UHRF1 binding 0, mABHD4 FP 4 and PRMT1 inh -3.
Screening O=C(Nc1cccnc1)/C(N=Nc1c(Cl)cccc1Cl)=C(\O)c1ccccc1 returned LEDGF integ inh -2, HTRA1 inhibitor 3, TCR CD3 inh -8, Tn7 DDE FP 0, PG9 binder -0.7, SIAE primary 1, TDP2 inh 6, UHRF1 binding -1, mABHD4 FP 3 and PRMT1 inh 3.
For Fc1ccc(C2c3[nH]c4ccccc4c3CCN2Cc2cccn2-c2ncccn2)cc1 (centres undefined) the results were LEDGF integ inh -1, HTRA1 inhibitor -27, TCR CD3 inh 2, Tn7 DDE FP 6, PG9 binder -1.9, SIAE primary 2, TDP2 inh 2, UHRF1 binding -1, mABHD4 FP -2 and PRMT1 inh 1.
Cc1cc(Br)cc(Cl)c1OC(=O)c1cnccn1 was read as LEDGF integ inh 2, HTRA1 inhibitor -2, TCR CD3 inh 11, Tn7 DDE FP -8, PG9 binder 0.6, SIAE primary 1, TDP2 inh 8, UHRF1 binding 0, mABHD4 FP 3 and PRMT1 inh 5.
Cc1ccc(S(=O)(=O)N(C)c2c(C)ccc(S(=O)(=O)Nc3ccncc3)c2C)cc1 was read as LEDGF integ inh 3, HTRA1 inhibitor 3, TCR CD3 inh 8, Tn7 DDE FP -1, PG9 binder -1.6, SIAE primary 6, TDP2 inh -14, UHRF1 binding 1, mABHD4 FP 2 and PRMT1 inh 2.
Screening Cc1ccc(OCCCn2cc(C#N)c3ccccc32)cc1 returned LEDGF integ inh 0, HTRA1 inhibitor -20, TCR CD3 inh -6, Tn7 DDE FP 2, PG9 binder 2.7, SIAE primary -3, TDP2 inh -7, UHRF1 binding 5, mABHD4 FP -27 and PRMT1 inh 2.

The last three records of the section before come first, to join the parts:
Cc1cc(Br)cc(Cl)c1OC(=O)c1cnccn1 was read as LEDGF integ inh 2, HTRA1 inhibitor -2, TCR CD3 inh 11, Tn7 DDE FP -8, PG9 binder 0.6, SIAE primary 1, TDP2 inh 8, UHRF1 binding 0, mABHD4 FP 3 and PRMT1 inh 5.
Cc1ccc(S(=O)(=O)N(C)c2c(C)ccc(S(=O)(=O)Nc3ccncc3)c2C)cc1 was read as LEDGF integ inh 3, HTRA1 inhibitor 3, TCR CD3 inh 8, Tn7 DDE FP -1, PG9 binder -1.6, SIAE primary 6, TDP2 inh -14, UHRF1 binding 1, mABHD4 FP 2 and PRMT1 inh 2.
Screening Cc1ccc(OCCCn2cc(C#N)c3ccccc32)cc1 returned LEDGF integ inh 0, HTRA1 inhibitor -20, TCR CD3 inh -6, Tn7 DDE FP 2, PG9 binder 2.7, SIAE primary -3, TDP2 inh -7, UHRF1 binding 5, mABHD4 FP -27 and PRMT1 inh 2.
Screening CCOc1ccc(NS(=O)(=O)c2cc(NC(=O)CCNC(=O)c3ccco3)ccc2OC)cc1 returned LEDGF integ inh 3, HTRA1 inhibitor -4, TCR CD3 inh 5, Tn7 DDE FP -3, PG9 binder -1.4, SIAE primary -3, TDP2 inh -1, UHRF1 binding -1, mABHD4 FP -2 and PRMT1 inh 0.
`Cc1cc(C)c(NC(=O)CSc2nncn2-c2cccnc2)c(C)c1` gave LEDGF integ inh -4, HTRA1 inhibitor 8, TCR CD3 inh -9, Tn7 DDE FP 5, PG9 binder -0.6, SIAE primary -3, TDP2 inh 0, UHRF1 binding 1, mABHD4 FP 8 and PRMT1 inh 4.
CCOc1ccc(-c2n[nH]c(C)c2-c2ccccc2OC)c(O)c1 was read as LEDGF integ inh -1, HTRA1 inhibitor -1, TCR CD3 inh 6, Tn7 DDE FP -1, PG9 binder -0.5, SIAE primary 4, TDP2 inh 0, UHRF1 binding 0, mABHD4 FP -9 and PRMT1 inh 1.
For Cc1ccccc1NC(=O)c1ccccc1NC(=O)c1ccccc1F the results were LEDGF integ inh 2, HTRA1 inhibitor 2, TCR CD3 inh -5, Tn7 DDE FP 2, PG9 binder 2.0, SIAE primary 1, TDP2 inh -7, UHRF1 binding 0, mABHD4 FP -6 and PRMT1 inh 3.
`O=C(O)C1CCCCC1C(=O)NCCC(c1ccccc1)c1ccccc1` (centres undefined) gave LEDGF integ inh 3, HTRA1 inhibitor 13, TCR CD3 inh 9, Tn7 DDE FP 4, PG9 binder 1.4, SIAE primary -5, TDP2 inh -12, UHRF1 binding 5, mABHD4 FP -8 and PRMT1 inh 7.
For C=CCN(CC=C)C(=O)c1cc2ccccc2c(=O)o1 the results were LEDGF integ inh -4, HTRA1 inhibitor 2, TCR CD3 inh 3, Tn7 DDE FP 1, PG9 binder 0.1, SIAE primary -3, TDP2 inh -8, UHRF1 binding 2, mABHD4 FP 2 and PRMT1 inh 2.
For C=CCOc1cccc(C(=O)N2CCCC(CCC(=O)NCc3ccccc3F)C2)c1 (centres undefined) the results were LEDGF integ inh 1, HTRA1 inhibitor -4, TCR CD3 inh 5, Tn7 DDE FP -3, PG9 binder -1.6, SIAE primary 2, TDP2 inh -3, UHRF1 binding -2, mABHD4 FP -9 and PRMT1 inh -1.
For CC(C)(C)c1ccc(-c2nnc(SCCN3C(=O)c4ccccc4C3=O)o2)cc1 the results were LEDGF integ inh -1, HTRA1 inhibitor -39, TCR CD3 inh 3, Tn7 DDE FP 6, PG9 binder 0.2, SIAE primary -5, TDP2 inh 1, UHRF1 binding 3, mABHD4 FP -7 and PRMT1 inh 3.
CN(c1ccc(C(=O)Nc2cccnc2)cc1)S(=O)(=O)c1ccccc1 was read as LEDGF integ inh -2, HTRA1 inhibitor -7, TCR CD3 inh 1, Tn7 DDE FP 3, PG9 binder 1.6, SIAE primary 8, TDP2 inh 6, UHRF1 binding 1, mABHD4 FP -6 and PRMT1 inh 5.
`O=C(O)COc1ccc(/C=N/O)cc1Br` gave LEDGF integ inh -1, HTRA1 inhibitor 9, TCR CD3 inh 1, Tn7 DDE FP -3, PG9 binder 0.1, SIAE primary -2, TDP2 inh 1, UHRF1 binding -1, mABHD4 FP 1 and PRMT1 inh 2.
`CCNC(=S)N1CCN(CCN=CC2=C(O)CC(c3cccs3)CC2=O)CC1` (centres undefined) gave LEDGF integ inh -1, HTRA1 inhibitor 5, TCR CD3 inh 3, Tn7 DDE FP -9, PG9 binder -0.3, SIAE primary 0, TDP2 inh 8, UHRF1 binding -1, mABHD4 FP 2 and PRMT1 inh 2.
Screening O=C(COC(=O)Cc1ccc(Br)cc1)NC1CCCCC1 returned LEDGF integ inh 0, HTRA1 inhibitor -8, TCR CD3 inh -1, Tn7 DDE FP 4, PG9 binder 0.4, SIAE primary 5, TDP2 inh -13, UHRF1 binding 0, mABHD4 FP -4 and PRMT1 inh 0.
`COc1ccc(N2CCN(C(=O)CCNC(=O)c3ccc(Br)cc3)CC2)cc1` gave LEDGF integ inh -1, HTRA1 inhibitor 3, TCR CD3 inh -4, Tn7 DDE FP 3, PG9 binder -2.1, SIAE primary 7, TDP2 inh -7, UHRF1 binding 1, mABHD4 FP -7 and PRMT1 inh 0.
For Cc1onc(-c2ccccc2)c1C(=O)c1c[nH]c(C(=O)NCCCN2CCOCC2)c1 the results were LEDGF integ inh 3, HTRA1 inhibitor -3, TCR CD3 inh 4, Tn7 DDE FP -4, PG9 binder -1.2, SIAE primary 1, TDP2 inh 6, UHRF1 binding -3, mABHD4 FP -2 and PRMT1 inh -3.
`COc1ccc(C2C(C#N)=C(SC)NC3=C2C(=O)CC(C)(C)C3)cc1` (centres undefined) gave LEDGF integ inh -1, HTRA1 inhibitor 2, TCR CD3 inh -1, Tn7 DDE FP 0, PG9 binder 1.9, SIAE primary 1, TDP2 inh 1, UHRF1 binding 2, mABHD4 FP -1 and PRMT1 inh 4.
For CC12CCC(=O)C=C1C(O)CC1C2CCC2(C)C1CCC2(O)C(=O)CO (centres undefined) the results were LEDGF integ inh -7, HTRA1 inhibitor 5, TCR CD3 inh -4, Tn7 DDE FP 1, PG9 binder 0.0, SIAE primary 6, TDP2 inh -11, UHRF1 binding 8, mABHD4 FP -2 and PRMT1 inh 10.
